hcDAF12 agonist = H. contortus DAF-12 activation, primary screen; HEK293 hcDAF-12 lit1-tk-luc reporter, luminescence; 0% DMSO, 100% Δ7-dafachronic acid; activation, % at 6.8 µM; 370,000 compounds, 1.4% hits;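 active = activation above the mean of all tested compounds plus 3 SD, cut at about 5.5% in these data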;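 also: 100% = response to 3 µM Δ7-dafachronic acid high control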
HGIII-sPLA2 inh = Blocks human group III sPLA2 activity. Q9NZ20. QFRET BODIPY PC-A2 liposome hydrolysis, fluorescence. inhibition, % at 12.2 µM. 370,000 compounds, 0.56% hits. AID 743126;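 active = inhibition above mean plus 3 SD of compounds lying within the high and low control bounds, cut at about 19% in these data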;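 also: 0% = median of test compound wells and 100% = no enzyme DMSO wells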
DAX1 inh-1 = blocks DAX1 repression of SF-1 activated StAR promoter. HEK293T StAR-luciferase reporter, SF-1/DAX-1 repression relief. inhibition, % at 6.8 µM. 370,000 compounds, 1.1% hits. AID 652010;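 active = inhibition above the mean over all tested compounds plus 3 SD, cut at about 3.6% in these data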;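 also: 0% = DAX-1 cells with DMSO and 100% = cells lacking DAX-1 with DMSO; higher inhibition means more luminescence from relief of DAX-1 repression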
FXN GAA850 act = frataxin GAA850 promoter activation | activation, % at 6 µM | HEK293 lucGAA850 FXN promoter luciferase reporter, 24 h; percent of 10 µM SAHA response | 360,000 compounds, 0.56% hits;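 active = activation above the average of all compounds screened plus 3 SD, cutoff fixed separately per campaign, cut at about 7.5% in these data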;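 also: 0% = DMSO wells and 100% = 10 µM SAHA wells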
ADAM10 inh = inhibitors of human ADAM10 | recombinant ADAM10, EDANS/DABCYL FRET peptide cleavage, 3 h | inhibition, % at 7 µM | 370,000 compounds, 0.62% hits;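 active = inhibition above a per-campaign cutoff equal to the mean of compounds falling between control-based bounds plus 3 SD, cut at about 20% in these data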;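 also: 0% = DMSO wells while the 100% control is not disclosed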
PLCg1 inh = blocks human PLC-gamma1 enzyme activity. purified PLC-gamma1, fluorogenic substrate, fluorescence. 370,000 compounds, 0.84% hits. P19174. inhibition, % at 12.2 µM; in the data active = inhibition above about 9.5%
ssDAF-12 act = activates DAF-12 receptor from parasite S. stercoralis; HEK293 ssDAF-12/GRIP1 lit1-tk-luc reporter, luminescence; % of 3 µM dafachronic acid response; activation, % at 6.8 µM; 370,000 compounds, 1% hits;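 active = activation above the mean over all tested compounds plus 3 SD, cut at about 0.9% in these data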;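 also: 0% = DMSO-only wells and 100% = 3 µM delta7-dafachronic acid wells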
ADAM17 inh = inhibits human ADAM17 | P78536 | recombinant ADAM17, EDANS/DABCYL FRET peptide cleavage | inhibition, % at 6.95 µM | 370,000 compounds, 0.83% hits;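 active = inhibition above the mean of compounds lying between control limits plus 3 SD, set per campaign, cut at about 8.5% in these data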;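 also: 0% = DMSO-only wells as the low control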
Target sequence (P78536 215-824 limits assumed): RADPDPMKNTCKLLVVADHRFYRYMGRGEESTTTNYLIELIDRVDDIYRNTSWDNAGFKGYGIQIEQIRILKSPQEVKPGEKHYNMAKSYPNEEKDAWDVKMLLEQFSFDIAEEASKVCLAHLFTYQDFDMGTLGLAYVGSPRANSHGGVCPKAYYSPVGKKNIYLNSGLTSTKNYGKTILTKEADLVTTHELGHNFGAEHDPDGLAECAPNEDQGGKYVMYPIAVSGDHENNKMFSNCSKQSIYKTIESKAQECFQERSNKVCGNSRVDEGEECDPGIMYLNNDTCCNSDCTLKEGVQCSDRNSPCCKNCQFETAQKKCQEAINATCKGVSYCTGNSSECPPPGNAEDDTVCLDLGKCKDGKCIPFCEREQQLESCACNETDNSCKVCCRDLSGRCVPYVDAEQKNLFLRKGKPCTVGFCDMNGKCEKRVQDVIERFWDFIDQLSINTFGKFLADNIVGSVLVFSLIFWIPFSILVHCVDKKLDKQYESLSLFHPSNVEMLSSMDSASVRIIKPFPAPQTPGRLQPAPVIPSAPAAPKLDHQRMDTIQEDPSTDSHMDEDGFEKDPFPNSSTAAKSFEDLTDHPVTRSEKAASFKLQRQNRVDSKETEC
hgDAF12 agonist = activates the H. glycines DAF-12 receptor ligand-binding domain. HEK293 GAL4-hgDAF12 UAS-luciferase reporter, agonist luminescence; normalized to butyrate control. activation, % at 6.8 µM. 370,000 compounds, 1.8% hits;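 active = activation above a cutoff set at the mean of all screened compounds plus 3 SD, cut at about 10% in these data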;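 also: 0% = DMSO wells and 100% = sodium butyrate wells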
PLCb3 inh = PLC-beta3 (human) inhibition, primary screen | inhibition, % at 12.2 µM | Q01970 | AID 720704 | 370,000 compounds, 0.18% hits | Purified PLC-beta3, fluorogenic substrate, fluorescence; in the data active = inhibition above about 11%;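 also: 0% = median of compound wells on plate and 100% = full blocker control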
DAX1 inh-2 = NR0B1 (DAX1) inhibition; HEK293 Gal4-DAX1 luciferase reporter, luminescence; inhibition, % at 6.75 µM; 340,000 compounds, 0.99% hits; AID 504766;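 active = inhibition above the mean over all tested compounds plus 3 SD, cut at about 4.2% in these data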;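 also: 0% = DAX1-transfected cells with DMSO and 100% = empty-vector control cells with DMSO; inhibition shows as a rise in luminescence from relieved DAX1 repression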
Target sequence (P51843 207-470 limits assumed): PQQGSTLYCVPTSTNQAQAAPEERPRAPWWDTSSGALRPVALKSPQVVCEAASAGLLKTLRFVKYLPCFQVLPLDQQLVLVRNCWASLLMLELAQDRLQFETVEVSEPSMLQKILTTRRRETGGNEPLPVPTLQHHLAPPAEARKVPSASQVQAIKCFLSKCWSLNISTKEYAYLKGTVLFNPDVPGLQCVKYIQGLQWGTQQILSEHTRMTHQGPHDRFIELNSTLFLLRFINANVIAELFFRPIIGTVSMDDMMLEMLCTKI
The depositor's hits bear a star; . = no result given.

mol,ADAM10 inh,HGIII-sPLA2 inh,DAX1 inh-1,PLCb3 inh,ADAM17 inh,FXN GAA850 act,hcDAF12 agonist,DAX1 inh-2,ssDAF-12 act,PLCg1 inh,hgDAF12 agonist
Cc1ccc(-n2ncc3c2CC(C)(C)CC3NC(=O)c2c(C)noc2C)cc1 (configuration not stated),-3,0,2.5,-8,-2,0.7,-1.5,-0.2,-0.9,-1,-2.1
CC(=O)N1C[C@H]2CON(C)[C@H]2C[C@H]1c1cccc(N2CCOCC2)c1,-20,13,0.5,-5,-3,-0.4,-1.6,-0.2,-0.8,-2,-0.2
O=C(NC1CC1)C1=C[C@H](c2coc3ccccc3c2=O)C[C@H](OCc2ccc(CO)cc2)O1,-22,2,-0.1,-6,-3,0.4,-0.7,-0.9,-1.3,0,-0.3
COc1ccc(NC(=O)CN2C(=O)NC3(CCCC3)C2=O)cc1Cl,-2,-2,-0.9,-7,0,0.0,-1.3,0.5,-0.9,3,2.2
CC(CCCC(C)(C)O)CC1C2=C(CCCC2=O)OC2=C1C(=O)CCC2 (configuration not stated),-7,-1,0.3,-4,-5,1.4,0.6,-0.7,-1.7,0,-0.7
CCOC(=O)CSc1nnc(CNC(=O)c2ccccc2OC)n1-c1ccc(OC)cc1,3,-2,0.1,2,-5,-0.4,-1.0,3.8,-2.0,-3,-1.4
Cn1nccc1C(=O)Nc1ccccc1C(=O)O,8,8,0.8,-2,-5,-0.6,1.0,-0.2,0.2,-5,1.1
COc1ccc(-c2csc(N(CC(C)C)C(=O)c3ccco3)n2)cc1,7,0,0.0,-12,2,2.5,-2.7,-0.4,-1.8,-2,-0.7
FC(F)Oc1ccccc1/C=N/n1cnc2ccccc21,3,4,-0.1,-2,-3,8.0*,3.0,-0.1,-1.1,2,11*
COc1cccc(OCC(O)CN2CCN(c3ccc(F)cc3)CC2)c1 (configuration not stated),-1,-2,-0.2,-3,-5,-0.1,-0.5,-1.1,-0.8,0,-2.9
COc1ccccc1C(=O)N1CCC(N2CCN(c3ccccc3OC)CC2)CC1,-4,1,-0.4,-2,-3,0.0,-1.2,4.1,-1.7,2,0.5
NC(=O)C1CCN(C(=O)c2ccc(F)c(S(=O)(=O)N3CCOCC3)c2)CC1,-4,5,-1.1,-5,-4,0.2,-0.8,0.7,-1.4,3,-2.2
Clc1ccccc1-c1ccc(/C=N/Nc2nncc(-c3ccccc3)n2)o1,-7,2,0.3,-6,-5,2.8,10*,-1.9,-0.4,0,-0.1
C[C@@H]1CN([C@@H](C)CO)C(=O)c2cc(Br)cnc2O[C@@H]1CN(C)Cc1ccc(Oc2ccccc2)cc1,1,-4,0.1,-1,0,-4.7,-1.3,0.4,-1.6,0,-1.4
Cc1cccc(OCCCc2c(C)n[nH]c2C)c1,1,-10,-0.6,-3,-4,-1.6,-1.3,-0.5,-1.1,2,2.9
Cc1ccc(NC(=O)CN2C(=O)NC3(CCCc4ccccc43)C2=O)c(Cl)c1 (configuration not stated),-7,-1,-1.5,5,-4,-3.0,-0.1,-0.9,-0.6,8,-1.6
CCOC(=O)c1ccccc1NC(=O)COC(=O)CN1C(=O)C2CC=CCC2C1=O (configuration not stated),-7,-3,-0.6,-9,-2,-0.5,-1.8,0.9,-0.9,-2,-0.1
Cc1ccccc1OCC(=O)NS(=O)(=O)c1ccc(Cl)cc1,3,0,1.2,-12,-2,2.4,1.8,0.2,-0.8,-4,1.4
CC(C)(C)c1ccc(OCC(=O)Nc2ccc3c4c(cccc24)C(=O)NC3=O)cc1,-46,-4,0.9,-109,-12,-0.7,0.2,0.5,-0.4,-69,2.2
CCN(c1ccccc1)c1nc(=O)c2cccnc2s1,-11,2,1.1,-1,-1,1.2,-0.5,1.0,-0.8,-1,4.0
Cn1c(N)c(C(=O)CSc2nnc3n2CCCCC3)c(=O)n(C)c1=O,-6,4,-1.4,-2,-2,1.0,1.3,-0.2,-1.1,4,-2.3
Cc1ccc(OCCC(=O)OCC(=O)Nc2c(C)nn(-c3ccccc3)c2C)cc1,-10,-6,-0.4,-11,-4,0.8,-0.5,-0.4,-0.3,-1,1.6
COC(=O)c1c(NS(=O)(=O)Cc2ccccc2)sc2c1CCCC2,6,-18,-0.5,-4,3,0.5,-1.9,0.4,-1.2,-3,-1.6
COc1ccc(C)cc1S(=O)(=O)NC(C)C(=O)Nc1ccc2c(c1)OCO2 (configuration not stated),2,3,-0.2,-6,-4,1.2,-0.6,-0.1,-0.2,0,-0.7
Cc1cc(C)c(NC(=O)CNC(=O)c2ccccc2OCc2c(C)noc2C)c(C)c1,2,3,1.1,-2,-6,-1.1,-0.5,0.0,-1.4,-3,2.4
O=C(Nc1ccccc1N1CCN(C(=O)c2ccccc2)CC1)c1ccco1,16,-4,-0.5,-2,1,0.6,-1.9,-0.6,-1.4,3,-3.3
O=C(NC1CCCCC1)c1ccc(S(=O)(=O)N2CCCCC2)cc1,8,4,0.7,6,5,1.9,-0.4,-0.6,-1.1,8,-1.5
NS(=O)(=O)c1ccc(NC(=O)COC(=O)C2(c3ccccc3F)CCCC2)cc1,17,-35,-0.6,6,2,-1.7,-3.6,0.3,-1.6,1,-4.8
COC(=O)c1cc(NC(=O)c2ccc(F)cc2)cc(C(=O)OC)c1,0,-8,0.0,-7,-4,-1.5,-1.6,0.3,-1.6,-3,-1.9
Cc1cc(C)cc(NC(=O)CN2CCN(c3ncccn3)CC2)c1,-2,-1,-0.6,1,-4,-0.1,0.0,2.7,-1.5,2,-1.8
COC(=O)c1ccc(C)c(NC(=O)c2ccc(Cl)c([N+](=O)[O-])c2)c1,10,12,-0.7,-3,-2,0.3,2.0,-0.7,-1.3,6,-1.1
O=C(O)c1ccccc1NS(=O)(=O)c1ccc(NN=Cc2ccccc2F)c([N+](=O)[O-])c1,8,-28,2.1,-3,-3,2.5,-0.7,1.3,-0.6,2,-0.5
O=C(/C=C/c1ccccc1)N1CCN(CCN2C(=O)c3cccc4cccc(c34)C2=O)CC1,-18,1,-0.6,0,1,0.4,-1.0,-1.2,-1.4,6,0.1
Cc1cccn2c(=O)c(C=Nc3ccc(Cl)cc3)c(NCCO)nc12,-431,2,-0.3,-147,-136,-0.2,1.9,1.3,-0.4,-74,0.6
CCCNC(=S)N1CC2(C)CN(C(=O)C(=O)OC)CC(C)(C1)C2=O,0,1,0.0,-1,-1,1.9,-2.2,1.1,-0.5,2,1.1
O=C(COC(=O)c1ccc(Cl)nc1)Nc1ccccc1OC(F)F,-3,0,-0.9,-10,-6,3.7,1.5,0.3,-0.9,-3,-3.4
O=C(NC1CCCCCC1)c1ccc2c(=O)n3c(nc2c1)CCCCC3,-1,8,3.2,3,-5,5.7,3.4,-0.3,-0.3,-3,9.6
COCc1cc(C)n(CC(=O)Nc2ccc(Cl)cc2Cl)c(=O)c1C#N,-25,5,-0.4,-7,-15,-0.8,-0.1,0.3,-0.2,-3,6.2
CC1(C)CC(=O)C(C=NCCN2CCN(C(=O)NC34CC5CC(CC(C5)C3)C4)CC2)=C(O)C1,11,4,-0.4,4,-1,2.5,0.2,-0.3,-1.4,5,1.2
CC1CCCN(CCCNC(=O)c2cn(C)c3ccc(S(=O)(=O)N(C)C4CCCCC4)cc3c2=O)C1 (configuration not stated),0,-10,0.5,-4,3,-1.0,-1.6,-0.1,-1.1,4,-0.2
CCCOC(=O)c1c(N)sc(C(=O)OCC)c1C,3,-3,0.8,-1,-1,14*,1.7,0.5,-0.3,3,2.9
CC(C)(C)OC(=O)C1[C@H](O)C=CC[C@H]1S(=O)c1ccccc1 (some centres not stated),-7,8,.,0,-5,.,0.1,.,-0.8,-1,-2.2
CCOC(=O)CN1C(=O)N(CC(=O)OCC)C(c2ccccc2)(c2ccccc2)C1=O,-2,-3,-0.1,0,-3,2.3,1.9,-1.5,-1.7,4,-3.7
COc1ccccc1NC(=S)NCc1ccc2c(c1)OCO2,-15,7,0.1,-1,-1,0.8,-0.7,-0.4,-0.6,-2,-0.1
Cc1csc(NC(=O)Cc2ccc(Cl)cc2)n1,0,2,0.1,-9,-1,3.5,1.4,1.2,0.3,5,5.1
CCOC(=O)N1CCN(C(=S)Nc2ccc(C)c(C)c2)CC1,-1,4,-0.4,10,-4,-1.6,-0.9,-0.7,-1.0,-2,-0.2
COc1ccc(C(C)(O)c2nc(-c3csc4ccccc34)cs2)cc1 (configuration not stated),12,-20,0.3,3,3,-0.8,-0.5,.,-1.4,0,4.5
Oc1csc(Cc2nc(-c3ccc(-c4ccccc4)cc3)cs2)n1,-2,-4,2.0,-4,5,3.7,3.7,-0.2,0.3,4,1.7
O=c1c2c(nc3nc(Cc4ccccc4)[nH]n13)CCC2,4,8,1.2,-6,-5,0.6,0.4,-0.3,-1.4,-2,-1.1
Cc1cccc(-c2cnc(C(O)c3ccc(-c4ccccc4)cc3)[nH]2)c1 (configuration not stated),10,-18,0.3,-2,4,0.0,0.2,.,-0.6,-2,-2.4
Cc1nn(CC(=O)OCC(=O)NCCc2ccc(S(N)(=O)=O)cc2)c(C)c1[N+](=O)[O-],-16,18,-1.5,-8,-6,-0.1,1.3,-0.4,-1.1,3,1.3
CC(Sc1nnc(N)s1)C(=O)Nc1ccc2c(c1)OCO2 (configuration not stated),-6,12,-1.3,-8,-3,0.1,0.3,0.7,-0.7,1,1.7
O=Cc1ccc(OCc2cn3ccccc3n2)cc1,6,2,2.2,-4,1,-0.8,3.5,7.1*,-0.3,-1,13*
O=C(NCCCN1CCOCC1)C1(c2ccccc2)CCCC1,-5,1,0.0,3,-2,0.5,-1.3,1.5,-1.3,1,-0.7

An excerpt from above in order of SMILES length, smallest number first.
mol,ADAM10 inh,HGIII-sPLA2 inh,DAX1 inh-1,PLCb3 inh,ADAM17 inh,FXN GAA850 act,hcDAF12 agonist,DAX1 inh-2,ssDAF-12 act,PLCg1 inh,hgDAF12 agonist
Cc1csc(NC(=O)Cc2ccc(Cl)cc2)n1,0,2,0.1,-9,-1,3.5,1.4,1.2,0.3,5,5.1
O=c1c2c(nc3nc(Cc4ccccc4)[nH]n13)CCC2,4,8,1.2,-6,-5,0.6,0.4,-0.3,-1.4,-2,-1.1
Oc1csc(Cc2nc(-c3ccc(-c4ccccc4)cc3)cs2)n1,-2,-4,2.0,-4,5,3.7,3.7,-0.2,0.3,4,1.7
Cc1nn(CC(=O)OCC(=O)NCCc2ccc(S(N)(=O)=O)cc2)c(C)c1[N+](=O)[O-],-16,18,-1.5,-8,-6,-0.1,1.3,-0.4,-1.1,3,1.3

Compound activity deposited in PubChem by The Scripps Research Institute Molecular Screening Center.
